# Screening results from PubChem.
# OXTR potentiate: human OXTR potentiators, primary screen, fluorescence, CHO-OTR cells, Fluo-8 calcium; Oxytocin receptor (Homo sapiens), P30559; Fluo-8 calcium fluorescence, potentiator mode; 0% = oxytocin EC15, 100% = EC100; activation, % at 3 µM; 0.061% of 320,000 active; AID 2445, 2010;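 active means activation above that plate's cutoff, the mean activation of tested compounds plus 3 SD, cut at about 6.6% in these data, passing the limit was not always enough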;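 further: 100% uses oxytocin at 75 nM as the full agonist control; some results filed as inactive read as strong as hits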
# Target sequence (P30559 whole entry, looked up): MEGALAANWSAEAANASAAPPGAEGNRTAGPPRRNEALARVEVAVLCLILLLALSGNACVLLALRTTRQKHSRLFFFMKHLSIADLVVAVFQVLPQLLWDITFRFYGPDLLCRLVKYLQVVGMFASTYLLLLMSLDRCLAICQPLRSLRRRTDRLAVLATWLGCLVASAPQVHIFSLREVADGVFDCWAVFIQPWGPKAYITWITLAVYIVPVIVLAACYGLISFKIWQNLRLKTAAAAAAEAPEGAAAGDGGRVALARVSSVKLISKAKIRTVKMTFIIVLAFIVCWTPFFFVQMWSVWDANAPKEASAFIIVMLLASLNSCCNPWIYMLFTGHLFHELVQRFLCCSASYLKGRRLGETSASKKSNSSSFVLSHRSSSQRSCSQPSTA
#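 Replication – single well per compound, singlicate · Assay system – CHO cell line stably expressing human OTR · Timing – 6 min pre-incubation, 100 s read · Measure – normalized max/min fluorescence ratio, % activation · Doses – 3.0 µM, one dose · Detection – Fluo-8 calcium dye fluorescence · Probe or stimulus – oxytocin near EC15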
# CHO parental Ca: ATP-evoked calcium signal inhibitors, parental CHO, primary screen, counter-screen for OX1R antagonist project, cell-based, fluorescence, Fluo-8 calcium dye | parental CHO-K1, ATP-induced calcium, Fluo-8 fluorescence | inhibition, % at 5.6 µM | 0.63% of 330,000 active;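 active means inhibition above that plate's mean sample inhibition plus 3 SD, cut at about 26% in these data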;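 further: 0% = ATP-challenged DMSO wells and 100% = DMSO wells without ATP; some compounds past the cut are filed as inactive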
#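 Assay system: untransfected parental CHO cell line. Also added: ATP agonist challenge. Dosing: one dose, 5.6 µM nominal. Measured by: Fluo-8 fluorescence. Read-out: % inhibition. Benchmarks: ATP wells versus no-ATP DMSO wells. Repeats: no replicates.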
# M1 ag parental: counter-screen for M1 agonists: effect in parental CHO-K1 cells; Fluo-8 calcium fluorescence; scaled to maximal ATP response, vehicle zero; activation, % at 3 µM; 0.48% of 360,000 active; AID 602248, 2012; in the data active means activation above about 15%;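 further: untransfected CHO-K1 host cells lacking M1 receptor as counterscreen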
# V1R ag counter: agonists of human V1a receptor, primary screen, counter-screen for OXTR agonist project, fluorescence, CHO-V1R cells; Fluo-8 calcium fluorescence, agonist mode; 0% DMSO, 100% 3 nM vasopressin; activation, % at 3 µM; 0.25% of 320,000 active; AID 2797, 2010;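 active means activation above the mean activation of all tested compounds plus 3 SD, per screening run, cut at about 20% in these data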;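 further: signal is peak over basal fluorescence ratio across a 100 second FLIPR read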
# Target sequence (P37288 whole entry, looked up): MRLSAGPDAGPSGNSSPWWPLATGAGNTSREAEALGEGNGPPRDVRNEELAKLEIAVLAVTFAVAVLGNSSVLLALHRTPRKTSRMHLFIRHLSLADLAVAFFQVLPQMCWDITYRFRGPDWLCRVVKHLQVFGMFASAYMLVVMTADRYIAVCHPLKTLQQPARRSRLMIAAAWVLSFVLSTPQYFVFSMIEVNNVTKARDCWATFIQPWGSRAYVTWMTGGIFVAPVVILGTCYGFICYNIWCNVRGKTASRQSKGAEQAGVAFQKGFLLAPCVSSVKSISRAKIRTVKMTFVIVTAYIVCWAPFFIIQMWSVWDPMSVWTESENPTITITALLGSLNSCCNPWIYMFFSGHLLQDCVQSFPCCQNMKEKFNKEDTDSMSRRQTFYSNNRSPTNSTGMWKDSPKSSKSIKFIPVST
# OXTR ag: human OXTR agonists, primary screen, fluorescence, CHO-OTR cells, Fluo-8 calcium. Oxytocin receptor (Homo sapiens), P30559. Fluo-8 calcium fluorescence; normalized: DMSO 0%, oxytocin 100%. activation, % at 3 µM. 0.32% of 320,000 active. AID 2435, 2010;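 active means activation above the mean of all tested compounds plus 3 SD, cutoff set per screening run, cut at about 20% in these data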;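 further: peak over basal fluorescence ratio from a 100 s FLIPR kinetic read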
# TAAR1 antag: human TAAR1 antagonists, primary screen, Fluo-8 calcium fluorescence, CHO RD-HGA16 cells; Trace amine-associated receptor 1 (Homo sapiens), Q96RJ0; antagonist; inhibition, % at 3 µM; 1.5% of 360,000 active;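 active means inhibition above a per-plate cutoff, the mean inhibition of test compounds on that plate plus 3 SD, cut at about 49% in these data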;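 further: 0% = DMSO plus EC80 beta-PEA response and 100% = DMSO alone without agonist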
#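 Test system – hTAAR1-expressing CHO RD-HGA16 cells, Gα16-coupled · Reagent – β-PEA at EC80 concentration, post-compound challenge · Compound dosing – 3 µM, single point · Timing – 140 s kinetic read after compound, 140 s after agonist · Detection – Fluo-8 intracellular calcium dye fluorescence, real-time kinetic reads · Control set – DMSO and EC80 PEA controls · Repeats – n of 1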
# CHO-K1 Ca antag: M1 antagonist counterscreen hit in parental CHO-K1 cells. 0.6% of 360,000 active. AID 602250. inhibition, % at 3 µM. ATP-induced calcium, Fluo-8 fluorescence;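 active means inhibition above a per-plate cutoff, the plate's mean sample inhibition plus 3 SD, cut at about 24% in these data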;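 further: 0% = DMSO plus EC80 ATP and 100% = DMSO alone without ATP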
# M1 PAM parental: nonselective calcium activators in parental CHO-K1 cells, primary screen, counter-screen for M1 PAM project, cell-based, Fluo-8 calcium fluorescence, full deck, 1536-well. ATP EC20; 0% at ATP EC20, 100% at ATP max. 0.02% of 360,000 active. activation, % at 3 µM. AID 602247, 2012;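 active means activation above the run cutoff, the mean activation of all test compounds plus 3 SD, cut at about 40% in these data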;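 further: peak over basal fluorescence ratio in a 140 s read after ATP addition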
# GPR7 antag: GPR7 receptor antagonists, primary screen, cell-based, fluorescence, single concentration; Neuropeptides B/W receptor type 1 (Homo sapiens), P48145; GPR7-expressing cells, fluorescence antagonist assay; inhibition, % at 4.4 µM; 1.1% of 290,000 active; AID 1861, 2009; in the data active means inhibition above about 16%, passing the limit was not always enough;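 further: cells stimulated with the agonist NPW; 0% = agonist with vehicle and 100% = vehicle without agonist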
# Numbers without * were called inactive; / = no result given.
# Start of the listing, in advance (2 entries):
item	smiles	OXTR potentiate	CHO parental Ca	M1 ag parental	V1R ag counter	OXTR ag	TAAR1 antag	CHO-K1 Ca antag	M1 PAM parental	GPR7 antag
1	NS(=O)(=O)c1ccc(N/C=C/C(=O)c2ccc(Br)cc2)cc1	-8	2	0.6	-0.1	0.4	-2	4	1	-6
2	O=C1CCCN1CCCNc1ncnc2c1[nH]c1ccccc12	-4	-7	2.0	0.5	0.4	0	-13	21	-12

# The list itself, from the first entry:
item	smiles	OXTR potentiate	CHO parental Ca	M1 ag parental	V1R ag counter	OXTR ag	TAAR1 antag	CHO-K1 Ca antag	M1 PAM parental	GPR7 antag
1	NS(=O)(=O)c1ccc(N/C=C/C(=O)c2ccc(Br)cc2)cc1	-8	2	0.6	-0.1	0.4	-2	4	1	-6
2	O=C1CCCN1CCCNc1ncnc2c1[nH]c1ccccc12	-4	-7	2.0	0.5	0.4	0	-13	21	-12
3	CN1CCN(NC(=O)c2cn(-c3ccccc3)nc2-c2ccc(OC(F)F)cc2)CC1	-16	2	0.4	0.9	1.9	3	12	-15	-4
4	Cc1ccc(S(=O)(=O)N2CCOCC2)cc1C(=O)Nc1ccccc1N1CCCC1	-8	-20	-0.5	-1.5	-2.5	-9	3	-4	/
5	COc1ccc(C(=O)Oc2cccc(/C=N/NC(N)=S)c2)cc1	-13	-12	0.6	-0.1	-0.8	20	20	-8	1
6	Cc1ccc(OCC(=O)Nc2ccc(S(=O)(=O)Nc3onc(C)c3C)cc2)cc1	-11	-18	0.1	-0.3	0.7	4	-1	-6	-14
7	CSc1nnc(C)c(/C=C/Nc2ccc(C)cc2)n1	-6	-29	2.7	5.7	3.9	17	-12	16	-14
8	C=CCn1c(-c2sc(-c3ccccc3)nc2C)n[nH]c1=S	-22	-6	-0.2	2.6	-1.3	-24	2	9	-8
9	CCN(CC)CCCN(C(=O)c1ccc(OC)cc1)c1nc(-c2ccc(OC)cc2)cs1	-15	-18	2.3	3.1	8.8	-13	-5	17	2
10	CNc1nc(OCC#N)nc(N2CCCCC2)n1	3	3	1.6	0.8	0.1	1	0	23	-11
11	CCOc1ccc(-c2noc(CCCC(=O)NC3CCCCC3)n2)cc1OC	-1	-15	1.0	0.1	0.0	-17	-15	7	-2
12	CC1c2cc3c(cc2CCN1C(=O)c1ccc(Br)cc1)OCCCO3 (stereo unspecified)	-6	-21	-0.9	7.6	-2.6	-26	20	-30	3
13	CC(C)C(Nc1ncnc2c1oc1ccccc12)C(=O)O (stereo unspecified)	-2	-3	0.7	0.2	-0.1	-17	-10	7	-13
14	CSc1nc(N2CCN(C)CC2)c2c(c1C#N)CC(C)(C)OC2	1	-22	0.4	0.7	1.9	-10	-3	-13	3
15	CSc1nc2ncncc2[nH]1	/	/	0.7	/	/	-17	-6	12	/
16	CCCc1ccc(C(=O)Cn2nc(C(=O)O)c3ccccc3c2=O)cc1	0	-22	0.6	-0.1	-1.0	-21	-14	12	0
17	CNC(=O)c1cc(S(=O)(=O)N(C)C)ccc1Cl	-8	-2	0.0	-0.7	0.9	-10	3	11	-13
18	O=C(NCc1ccc(Cl)cc1)C1CCCN(c2ncnc3c2nc2n3CCCCC2)C1 (stereo unspecified)	-1	-31	-0.1	-0.9	-1.5	-37	-3	-1	-14
19	c1cncc(CNc2ncnc3sccc23)c1	-10	-3	3.3	4.3	4.5	2	-10	29	5
20	Cc1ccc(NC(=O)CCNS(=O)(=O)c2ccc3[nH]c(=O)oc3c2)cc1C	-4	-6	0.1	0.8	-0.2	-3	0	5	8
21	Cc1ccccc1OCC(=O)OCn1nnc2ccccc2c1=O	-7	0	0.5	0.5	-0.5	-18	-2	4	11
22	C=CCn1c(SCc2ccc(C(=O)O)cc2)nc2sc(C)c(C)c2c1=O	-19	-21	0.3	-0.5	-1.5	-26	-19	34	-8
23	COc1ccc(CCNC(=O)c2ccc(CS(=O)Cc3ccc(C)cc3)o2)cc1OC (stereo unspecified)	-1	1	7.2	5.8	1.2	7	-1	-4	-7
24	CC(C)(C)NC(=O)/C(=C\c1ccc(Br)cc1)NC(=O)c1cccs1	-2	-2	0.2	0.9	0.3	-7	-4	13	20
25	COc1ccc(CNC(=O)CC(C)CC2=NS(=O)(=O)c3ccccc3N2)cc1 (stereo unspecified)	-7	5	0.3	-0.1	-0.9	8	2	2	1
26	CC(CN(C)Cc1ccccc1)OC(=O)c1ccc(F)cc1 (stereo unspecified)	3	-20	-0.6	-0.6	-3.3	-6	10	-11	-7
27	c1ccc(C2c3[nH]c4ccccc4c3CCN2Cc2cccn2-c2cccnc2)nc1 (stereo unspecified)	-14	-23	0.4	-0.9	0.9	0	2	10	1
28	Cc1nnc(SCC(=O)N2CCOCC2)c2ccccc12	-6	7	-0.5	0.2	-0.3	-2	-6	-5	-3
29	CCCc1nnc2c(N(C)S(=O)(=O)c3ccc(C)cc3)nc3ccccc3n12	3	-21	1.4	-1.9	-2.9	-2	-14	28	-12
30	C1CCN(Cc2nnnn2CC2CCCO2)CC1 (stereo unspecified)	-1	-1	1.2	0.1	0.3	-11	-3	11	-10
31	COc1cc(NC(=O)COc2ccc(Cl)cc2)ccc1NC(=O)C(C)C	-2	-10	0.2	1.8	3.2	/	6	-15	-5
32	CC(C)Oc1ccc(C(=O)NCCCNC(=O)c2ccccn2)cc1	-9	-3	0.8	0.3	-0.5	6	1	-1	-16
33	Cc1cnc(NC(=O)C2CCC(C(C)(C)C)CC2)s1 (stereo unspecified)	-9	-14	0.4	-0.3	-0.5	-24	-8	8	-13
34	CN(C(=O)COC(=O)CCCN1C(=O)c2cccc3cccc(c23)C1=O)C1CCS(=O)(=O)C1 (stereo unspecified)	6	-12	0.2	0.8	-0.8	-5	-11	10	/
35	Cc1nc(C)c(C(=O)NNS(=O)(=O)c2ccccc2)s1	-12	9	2.2	0.7	0.1	-4	-16	21	-6
36	COCCCNC(=O)c1ccc2nc(Cc3ccc(OC)cc3)oc2c1	-4	-8	1.6	1.4	-0.5	-9	-7	4	-6

# Arranged by value in TAAR1 antag (low to high): 3 of the compounds above
item | compound | TAAR1 antag
28 | Cc1nnc(SCC(=O)N2CCOCC2)c2ccccc12 | -2
27 | c1ccc(C2c3[nH]c4ccccc4c3CCN2Cc2cccn2-c2cccnc2)nc1 (stereo unspecified) | 0
32 | CC(C)Oc1ccc(C(=O)NCCCNC(=O)c2ccccn2)cc1 | 6

# (further entries)
item	smiles	OXTR potentiate	CHO parental Ca	M1 ag parental	V1R ag counter	OXTR ag	TAAR1 antag	CHO-K1 Ca antag	M1 PAM parental	GPR7 antag
37	CCC(=O)Nc1nc2n(n1)C(c1ccc(OC)cc1)C=C(c1ccccc1)N2 (stereo unspecified)	2	-10	/	0.8	3.6	/	/	/	1
38	O=S(=O)(c1ccc(=S)[nH]c1)N1CCCCC1	-2	-11	1.6	0.2	0.6	-6	-6	10	/
39	CCc1cc(C(=O)Nc2cc(S(=O)(=O)N(CC)CC)ccc2N2CCN(C)CC2)sc1C	-1	-23	0.0	-0.5	0.6	-11	-6	-12	/
40	O=C(NN1C(=O)NC2(CCCCC2)C1=O)c1ccc(-c2ccc([N+](=O)[O-])cc2)o1	-10	-12	2.2	-0.6	-1.2	31	4	1	-23
41	CC(=O)c1cccc(NC(=O)C(OC(=O)c2cccs2)c2ccccc2)c1 (stereo unspecified)	-9	-6	0.6	-0.8	-1.3	-24	-5	8	-10
42	Cc1nc2ccc(NC(=O)NCCCO)cc2s1	-1	-9	-0.1	-0.2	-0.4	-3	15	-6	1
43	COC(=O)c1ccc(NC(=O)CN2CCN(CCO)CC2)cc1	-2	-8	0.4	1.2	-0.3	-20	-3	3	10
44	Cc1cccc(CNC(=O)C2CCC(=O)N(CCc3cccc(F)c3)C2)n1 (stereo unspecified)	/	/	0.2	/	/	-24	-6	9	-1
45	CN(C)CCCn1c2c(c(SCC(=O)Nc3ccc4c(c3)OCO4)nc1=O)CCCC2	2	-25	0.1	1.6	-0.2	-36	-11	-11	/
46	CC(C)(C)OC(=O)N1CCN(c2ccc(NC(=O)Cn3nnc(-c4ccccc4)n3)cc2)CC1	-14	5	0.8	1.2	-0.2	-5	9	-1	-13
47	COc1ccc(-c2nnc(Nc3nc4c(OC)cccc4s3)o2)c(OC)c1	-3	3	1.3	0.2	-1.2	25	-6	-7	1
48	COC(=O)c1ccc(NC(=O)COC(=O)C2=NN(c3ccccc3)C(=O)CC2)cc1	-5	-6	0.5	0.3	-0.9	-1	-20	11	/
49	COc1ccc(Cc2c(-c3cccc(Br)c3)nc3cc(C)c(Br)c(C)n23)c(C)c1	/	/	0.3	/	/	9	-7	11	/
50	O=C1Nc2c(c(=O)[nH]c(=O)n2-c2ccccc2F)C(C(F)(F)F)(C(F)(F)F)N1	-12	-6	0.7	-0.1	-0.1	-15	-12	17	-8
51	N/C(=N\OC(=O)c1cc(Br)ccc1Cl)c1cccnc1	-8	-7	-0.5	1.1	-0.4	5	23	-8	5
52	Cc1ccc(S(=O)(=O)NC(=O)Nc2nccs2)cc1	-13	-4	-0.3	0.5	0.2	-13	7	6	-8
53	CCc1ccc(NC(=O)CN2C(=O)CC(C)S(=O)(=O)c3ccccc32)cc1 (stereo unspecified)	-7	-11	1.4	4.6	2.5	-16	-7	-2	-2
54	CCc1cccc(C)c1NC(=O)COC(=O)CNS(=O)(=O)/C=C/c1ccccc1	-6	-4	4.1	1.8	0.9	-18	16	15	5
55	O=C(NNC(=S)NC(=O)c1ccccc1[N+](=O)[O-])c1ccccc1[N+](=O)[O-]	1	-6	1.0	-0.2	-0.1	-5	-11	29	-6
